Bioassay records as filed in PubChem.
MC4R ag barr = MC4R agonists recruiting beta-arrestin, primary screen, cell-based, luminescence, agonist arm of biased-ligand search | Melanocortin receptor 4 (Homo sapiens), P32245 | U2OS MC4R beta-arrestin complementation; percent of melanotan II response, DMSO zero | activation, % at 8.9 µM | 360,000 tested, 0.98% active;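 active = activation above a per-plate cutoff, the mean activation of sample wells on that plate plus 3 SD, cut at about 8% in these data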
TLR9-MyD88 block = inhibitors of TLR9-MyD88 association in cells, primary screen, cell-based, CHO, BLA complementation, fluorescence. 340,000 tested, 0.21% active. AID 504734, 2011. inhibition, % at 4.98 µM. CCF4 FRET ratio;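 active = inhibition above the mean over all tested compounds plus 3 SD, cut at about 21% in these data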;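 note: 0% = DMSO only wells and 100% = clavulanate BLA inhibitor control wells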
ABCB6 inh 2 = ABCB6 transporter inhibitors, primary screen, K562-ABCB6 cells, flow cytometry, MLPCN library; K562-ABCB6 porphyrin accumulation, 1 h; stronger effect = lower value; fluorescence ratio to DMSO, % at 10 µM; ATP-binding cassette sub-family B member 6 (Homo sapiens), Q9NP58; 360,000 tested, 0.19% active;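 active = fluorescence ratio to DMSO below 75%, the collection mean minus 3 SD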;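 note: signal is porphyrin accumulated inside mitochondria; 100% equals median channel fluorescence of DMSO control wells; lower ratio means ABCB6 inhibition with less porphyrin fluorescence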
HTR2A ag = mouse Htr2a agonists via beta-arrestin recruitment, primary screen, cell-based, luminescence; 5-hydroxytryptamine receptor 2A (Mus musculus), P35363; CHO-K1 mHTR2A beta-arrestin complementation; percent of 30 µM serotonin response; activation, % at 7.6 µM; 360,000 tested, 0.66% active;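 active = activation above a run cutoff, the mean activation of all tested compounds plus 3 SD, cut at about 14% in these data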;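 note: 0% = plate median of compound wells and 100% = 30 µM serotonin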
SRC2 inh = inhibition of GAL4-SRC2 driven luciferase reporter, primary screen, SRC2 inhibitor project, cell-based, luminescence; AID 651957, 2012; 370,000 tested, 0.17% active; HEK293 GAL4-SRC2 luciferase reporter; inhibition, % at 9 µM;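 active = inhibition above the mean inhibition of all tested compounds plus 3 SD, set per campaign, cut at about 52% in these data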;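 note: 0% = DMSO treated cells and 100% = cells given Gossypol at 36 µM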
Cardio protect = cardioprotection against H2O2-induced cell death, primary screen, uHTS, H9c2 cells, ATPLite luminescence | AID 588492, 2011 | protection from H2O2 cell death, % at 20 µM | 360,000 tested, 0.63% active | H9c2 cardiomyocytes, H2O2 injury protection, 2 h;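 active = compounds giving at least 50% protection of heart cells from peroxide-induced death in the single-dose screen, raw or plate-pattern-corrected value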;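 note: 0% = DMSO wells with peroxide and 100% = DMSO wells without peroxide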
Glyco luc inh = increase of ERlucT glycosylation luciferase signal, primary screen, N-linked glycosylation inhibitor project, D54 ERlucT cells, luminescence, set 2 | reporter increase, % at 12.5 µM | D54 ERlucT glycosylation luciferase reporter, 24 h; percent of 100 nM tunicamycin response | 360,000 tested, 0.23% active;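 active = mean luciferase reporter signal, scaled so untreated is 0 and the glycosylation-blocking control 100, at or above a set limit in every replicate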;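 note: luciferase carries N-glycosylation sites so blocking glycosylation raises the light; 0% = median of neutral control wells and 100% = median of 100 nM tunicamycin wells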
MC4R antagonist = MC4R antagonists of cAMP signaling, primary screen, cell-based, TR-FRET, antagonist arm of biased-ligand search; Melanocortin receptor 4 (Homo sapiens), P32245; MC4R-expressing cells, MTII-stimulated cAMP, LANCE TR-FRET; inhibition, % at 6.5 µM; 360,000 tested, 0.48% active;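 active = inhibition above its plate's cutoff, the mean of tested wells on that plate plus 3 SD, cut at about 29% in these data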;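 note: 0% = Melanotan II alone and 100% = Melanotan II plus saturating MCL0020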
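Material: human MC4R-expressing U2OS cells. Probe or stimulus: Melanotan II challenge. Dosing: 6.5 µM single dose. Times: 30-min compound, 1-h challenge, 1-h detection, room temperature. Technique: TR-FRET with Eu-cAMP and labeled anti-cAMP, 671 nm. Replication: singlicate.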
NOD2-RIPK2 inh = NOD2-RIPK2 binding disruptors in cells, primary screen, fluorescence, CHO cells, BLA complementation. Receptor-interacting serine/threonine-protein kinase 2 (Homo sapiens), O43353. CCF4 ratio. inhibition, % at 4.98 µM. 360,000 tested, 0.38% active. AID 624267, 2012; in the data active = inhibition above about 21%;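 note: 0% = vehicle only and 100% = reference blocker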
ABHD5 PLIN5 PPI = ABHD5-PLIN5 interaction inhibitors, primary screen, cell lysate, split luciferase complementation, luminescence; Perilipin-5 (Homo sapiens) + 1-acylglycerol-3-phosphate O-acyltransferase ABHD5 (Homo …; Split G. princeps luciferase complementation, 4 h; inhibition, % at 4 µM; 360,000 tested, 0.78% active;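 active = inhibition above the mean inhibition across every tested compound plus 3 SD, cut at about 22% in these data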;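 note: 0% = DMSO only wells and the 100% control is not disclosed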
Target sequence (Q00G26 whole entry, looked up): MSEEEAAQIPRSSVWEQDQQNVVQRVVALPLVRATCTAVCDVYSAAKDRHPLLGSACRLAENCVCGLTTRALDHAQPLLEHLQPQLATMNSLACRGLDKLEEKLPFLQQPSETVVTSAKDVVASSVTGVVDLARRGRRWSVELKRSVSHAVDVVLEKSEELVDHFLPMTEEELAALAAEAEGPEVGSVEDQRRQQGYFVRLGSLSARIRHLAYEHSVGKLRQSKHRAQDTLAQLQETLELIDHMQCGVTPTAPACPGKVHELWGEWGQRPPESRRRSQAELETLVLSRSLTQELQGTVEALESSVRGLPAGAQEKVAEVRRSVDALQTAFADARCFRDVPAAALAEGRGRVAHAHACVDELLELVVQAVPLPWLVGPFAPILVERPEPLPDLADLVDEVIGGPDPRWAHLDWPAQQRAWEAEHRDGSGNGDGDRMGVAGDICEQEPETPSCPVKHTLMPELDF
Target sequence (Q8WTS1 whole entry, looked up): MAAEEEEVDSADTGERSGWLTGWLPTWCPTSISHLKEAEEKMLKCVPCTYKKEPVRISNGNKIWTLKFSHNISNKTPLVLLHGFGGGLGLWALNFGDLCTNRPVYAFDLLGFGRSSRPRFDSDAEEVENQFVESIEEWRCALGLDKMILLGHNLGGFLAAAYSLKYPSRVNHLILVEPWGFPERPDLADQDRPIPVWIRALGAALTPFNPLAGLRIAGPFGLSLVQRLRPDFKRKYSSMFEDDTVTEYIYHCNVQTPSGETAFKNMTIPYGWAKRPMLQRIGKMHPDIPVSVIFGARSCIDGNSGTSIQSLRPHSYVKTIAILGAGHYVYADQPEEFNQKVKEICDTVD
The depositor's hits bear a star; nt = not tested or not shown.

nr	Compound	MC4R ag barr	TLR9-MyD88 block	ABCB6 inh 2	HTR2A ag	SRC2 inh	Cardio protect	Glyco luc inh	MC4R antagonist	NOD2-RIPK2 inh	ABHD5 PLIN5 PPI
1	CCNC(=O)CC1S/C(=N/N=C(\C)c2ccccc2)NC1=O (configuration not stated)	-2.0	-3	105	7	7	10	2	5	-6	2
2	COc1cccc2sc3cc(NCc4ccc(C)o4)ccc3c(=O)c12	-1.7	3	90	3	-39	-1	4	-3	-4	8
3	Cc1cccc(N(C)S(=O)(=O)c2cccc3nsnc23)c1	-2.0	-10	101	-3	10	-3	-2	-4	-9	0
4	O=C(Nc1cccc(F)c1)c1ccc(S(=O)(=O)N2CCCCC2)cc1	3.2	-8	98	-10	5	-4	-2	13	-4	-7
5	Clc1ccc(C(c2ccccc2)N2CCNCC2)cc1 (configuration not stated)	-1.9	-5	92	-9	3	5	-4	-3	-11	4
6	Cc1ccc(CN2C(=O)CCC2C(=O)NCCN(CC(C)C)CC(C)C)cc1 (configuration not stated)	0.0	-2	103	-2	19	2	0	-2	-11	2
7	COc1cc(C2Nc3cc(Cl)c(S(N)(=O)=O)cc3S(=O)(=O)N2)ccc1OCc1ccccc1 (configuration not stated)	-2.5	0	87	-5	-33	-25	-1	9	-9	-6
8	Cc1sc2nc(CN3CCOCC3)nc(NS(=O)(=O)c3cc(Cl)ccc3Cl)c2c1C	-0.9	-1	100	-5	7	-3	2	3	0	-3
9	COc1ccc(CC(=O)Nc2ccc(S(=O)(=O)N3CCOCC3)cc2)cc1	-0.2	1	91	-6	3	6	1	2	6	-15
10	CCCCOc1ccc(C(O)C(CN2CCCCC2)c2ccccc2)cc1 (configuration not stated)	-1.9	-3	106	-3	12	-13	-5	8	-7	5
11	CCn1c(=S)[nH]c2sc3c(c2c1=O)CCCC3	-1.7	-1	102	2	11	1	-3	-4	2	-10
12	COCCN(C(=O)COC(=O)CCc1ccc(OC)cc1)c1c(N)n(Cc2ccccc2)c(=O)[nH]c1=O	-1.4	-7	97	-2	-32	4	1	10	-6	-7
13	NCCNCCNCCN	-0.3	-4	100	0	5	-7	2	4	-10	7
14	COc1ccc(NC(=O)COc2ccccc2)c(OC)c1	-0.8	-9	146	-3	-24	-5	0	3	3	0
15	CCOC(=O)c1cc2sccc2n1CC(=O)N1CCCc2ccccc21	0.5	-1	103	-8	13	2	-3	19	-1	4
16	COCCNC(=O)C[C@@H]1C[C@H]2c3cc(NC(=O)Nc4ccc(F)cc4)ccc3O[C@H]2[C@H](CO)O1	0.8	-12	100	1	20	0	0	1	-5	2
17	O=C(N1CCN(CCO)CC1)N1c2ccccc2C=Cc2ccccc21	-1.8	-9	92	2	-1	12	3	3	3	7
18	Cn1cccc1C1NC(=O)c2c(sc3c2CCC(C(C)(C)C)C3)N1 (configuration not stated)	-3.3	7	95	-3	-18	2	-3	6	-3	-11
19	N=C1C(=O)OCC1c1ccccc1NC(=O)CN1CCOCC1 (configuration not stated)	-0.6	1	90	4	-6	-1	4	-2	10	4
20	Cc1ccc(Sc2ncccc2O)cc1	-0.3	-3	99	4	-21	20	-1	8	-10	2
21	Cc1c(Cl)cccc1NC(=O)NNC(=O)CCc1ccccc1	-1.0	4	92	-1	24	2	-1	4	3	-5
22	COc1ccc(N2C(=O)C(Cl)=C(N3CCN(Cc4ccccc4)CC3)C2=O)cc1	0.4	4	99	-1	nt	3	-1	15	-3	1
23	CC(NC(=O)COc1ccc([N+](=O)[O-])cc1)c1ccccc1 (configuration not stated)	-0.5	0	91	1	22	5	0	6	5	-5
24	COc1ccccc1NC(=O)C(C)OC(=O)CSCC(=O)Nc1ccc(C)cc1C (configuration not stated)	-0.8	-2	94	5	14	-2	2	4	-8	1
25	N#Cc1c(SCc2c(Cl)cccc2Cl)nc(N)[nH]c1=S	-2.1	1	79	1	20	4	1	1	-5	6
26	COc1ccc(CN2CC[C@@H](N3CCOCC3)[C@H](O)C2)cc1F	-2.5	-9	89	-1	22	8	3	-2	-8	-5
27	O=C(Nc1ccccc1)c1ccncc1	2.0	-12	95	1	8	-5	2	4	-4	2
28	O=C(O)C1CC=C(Cl)CC1C(=O)NCC1OCCc2ccccc21 (configuration not stated)	-1.4	2	101	8	-2	2	3	0	-6	0
29	O=C(O)c1ccc(-n2ncc3c2/C(=C\c2cccc([N+](=O)[O-])c2)CC3)cc1	2.2	-18	93	1	-25	14	5	9	-9	-5
30	COc1cccc(-n2nc3c(=S)[nH]nc(C)c3c2C)c1	-6.0	2	106	1	-6	2	1	11	-3	-3
31	CN(CCOc1ccc(Cl)cc1)C(=O)c1ccc(S(=O)(=O)N2CCOCC2)cc1	-1.3	3	80	1	-14	2	1	3	-6	2
32	CC(=O)c1ccc(S(=O)(=O)Nc2ccc(C(=O)NCC(c3ccco3)N3CCCC3)cc2)cc1 (configuration not stated)	-0.1	0	97	-3	0	5	-1	-4	-6	9
33	O=C(CCCSc1ccccc1)Nc1cccc(CO)c1	-0.8	-8	103	-1	-12	-3	5	-2	8	3
34	COc1cc2ccccc2cc1C(=O)Nc1ccc(N2CCN(C(=O)C(C)C)CC2)cc1	-1.6	2	90	6	-7	19	-6	23	7	1
35	O=[N+]([O-])c1ccccc1S(=O)(=O)N1CCN(c2ccc(F)cc2)CC1	-0.2	-3	102	-2	18	-1	0	1	-11	-2
36	COC(=O)/C=C1\OCc2cc(OC)c(OC)cc21	nt	nt	nt	-3	-2	nt	nt	nt	-3	8
37	CCN(CC)S(=O)(=O)c1cccc(NC(=O)c2cc(=O)[nH]c3ccccc23)c1	0.3	0	93	2	10	4	-2	-4	3	3
38	COc1cccc2cc(-c3nc4ccccc4[nH]3)c(=O)oc12	0.5	-1	94	0	-48	-13	-5	0	3	-3
39	COC(=O)N/N=C/c1cc(Cl)c(OCc2ccccc2F)c(OC)c1	-1.2	2	96	-1	-1	6	-4	3	4	-2
40	Cc1cc(C)nc(OC(C(=O)O)C(OCc2ccccc2)(c2ccccc2)c2ccccc2)n1 (configuration not stated)	0.3	2	97	5	-6	-6	-1	3	4	-1
41	CN(C)c1nc2ccccc2n(C)c1=O	3.2	2	75	2	-14	6	-2	-4	-1	-2
42	CC(NC(=O)CC1Nc2ccccc2NC1=O)c1ccccc1 (configuration not stated)	-1.6	5	nt	7	-28	2	10	-5	-1	-1
43	Cc1c(OCC(=O)N2C[C@H]3C[C@@H](C2)c2cccc(=O)n2C3)ccc2c3c(c(=O)oc12)CCC3	-1.8	6	102	1	-16	2	-2	3	10	3
44	COc1cccc2c1cc1c(=O)n(CC(=O)N3CCCCCC3)nc(C)n12	-2.5	5	98	3	-2	3	1	1	2	1
45	Cc1ccc(C(=O)NCC(=O)OCC(=O)NC(C)C2CC3CCC2C3)cc1 (configuration not stated)	4.0	2	97	0	20	-8	-2	5	-7	10
46	CN(Cc1nc2ccccc2n1C)S(=O)(=O)c1ccc(Cl)cc1	2.7	-10	86	11	-7	-12	0	-3	-5	-7
47	Cc1c(Cl)cccc1NC(=O)c1ccccc1-c1ccccc1C(=O)O	0.2	-6	110	2	-10	1	3	-2	2	-3
48	CCOC(=O)N1CCN(C(=O)/C(=C/c2ccccc2OC)NC(=O)c2ccccc2)CC1	0.9	7	97	-1	-30	0	-2	2	-12	1
49	CCC1(C)Cc2c(C#N)c(N)sc(=S)c2CO1 (configuration not stated)	0.3	-3	103	3	10	-7	2	-10	3	-11
50	CC(=O)N1CCc2c(sc3c2c(=O)n(-c2ccccc2)c(=O)n3CC(=O)NCC2CCCO2)C1 (configuration not stated)	0.2	-2	103	3	-18	0	3	-3	-19	7

(cont.)
nr	Compound	MC4R ag barr	TLR9-MyD88 block	ABCB6 inh 2	HTR2A ag	SRC2 inh	Cardio protect	Glyco luc inh	MC4R antagonist	NOD2-RIPK2 inh	ABHD5 PLIN5 PPI
51	COC(=O)C1=C(C)NC(C)=C(C(=O)OC)C1c1ccc(-c2cccc(Cl)c2Cl)o1	-1.6	2	101	-3	-10	-3	0	4	-5	9
52	Cc1nnsc1C(=O)N1CCCC(N2CCN(c3cccc(C(F)(F)F)c3)CC2)C1 (configuration not stated)	-1.5	-1	105	5	19	0	2	2	-2	10
53	Cc1cccc(NC(=O)c2ccc(OCC(=O)NCc3ccccc3)cc2)c1C	-1.9	4	97	-1	-15	-1	-2	0	-4	-5
54	CCCSc1ncc(Cl)c(C(=O)Nc2ccc(S(=O)(=O)N3CC(C)OC(C)C3)cc2)n1 (configuration not stated)	-0.4	5	95	-5	7	-11	-9	18	-6	-1
55	Cn1cc(C(=O)c2ccc(Cl)cc2Cl)cc1C(=O)N/N=C(\N)COc1cccc(C(F)(F)F)c1	2.3	-2	111	-5	-13	30	-1	20	-6	-8
56	Cc1cccc(CN2CCN(C3CN(Cc4cn(Cc5ccc(F)cc5)nn4)S(=O)(=O)C3)CC2)c1 (configuration not stated)	nt	nt	99	-1	-7	nt	nt	nt	-12	1
57	CCCOc1ccccc1-c1nc(SCCC(=O)O)n[nH]1	-0.5	-10	98	-1	4	7	1	9	-12	-1
58	CC(C)C[C@H](NC(=O)N1CC(=O)Nc2ccccc21)C(=O)N[C@@H](Cc1c[nH]c2ccccc12)C(=O)O	-0.8	6	101	3	-13	-3	-2	2	-6	-1
59	COc1ccc(NC(=O)c2cc(S(=O)(=O)N3CCOCC3)ccc2C)cc1S(=O)(=O)N1CCCCC1	-0.4	8	96	8	-4	-9	0	6	9	6
60	Cc1ccc(Cn2ccc(C3CC3)n2)cc1	-0.8	5	92	-2	-26	-5	-2	-4	-2	-8
61	N#CCCN(C(=S)NC(=O)c1cccs1)c1ccccc1F	0.8	-4	105	0	-25	1	2	12	-6	2
62	CN(C)S(=O)(=O)N1CCN(Cc2ccccc2)CC1	-1.1	-10	103	4	-12	-3	0	3	-2	3
63	NC(=O)C1(N2CCCCC2)CCN(Cc2nc3ccccc3c(=O)[nH]2)CC1	-2.9	-6	94	-3	-11	31	5	0	6	3
64	O=C(CNC(=O)c1ccccc1F)NCCc1ccccc1F	-2.5	1	93	4	-37	0	1	-5	-10	4

Some of the compounds tested. The share of hits here may be higher or lower than overall.
